From PubChem BioAssay
ELG1 repair inh: inhibitors of ELG1-dependent DNA repair in HEK293T cells | AID 504467 | HEK293T ELG1-luciferase reporter, luminescence, 16 h; DNA damage induced by 5-fluorouridine | Potency, µM (top dose mostly 46.1 µM), without a hit: top-dose activity change, negative = inhibition, actives largely listed as inhibitors | actives 2.3% (n = 330,000); also: potency is read from the fitted curve at half-maximal effect; % is scaled to controls: 0 for no effect and ±100 for the full control effect; nearly all actives have a fitted effect of over 55% in size
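Overnight (16 hr) co-exposure of 2,000 cells/well to 5-fluorouridine and compound at 37 °C preceded detection. Luciferase was quantified via ONE-Glo luminescence; loss of signal denotes inhibition.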
Rab9 prom act: Rab9 promoter activation; Huh7 Rab9 promoter-luciferase reporter, luminescence, 24 h; Potency, µM (series often up to 9.22 µM), inactives show top-dose activation, negative = inhibition, actives largely listed as activators; actives 2.8% (n = 320,000); AID 485297; also: potency is read from the fitted curve at half-maximal effect; % of control where 0% means no effect; nearly all actives have a fitted effect of over 60% in size
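Quantitative HTS format; Huh7 Rab9-luciferase reporter cells (1500/well) receive compound 2 h post-plating, incubate 24 h at 37 °C, then get luciferase reagent for 10 min before luminescence reading.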
KCNH2 3.1 inh: KCNH2 3.1 (human) potassium channel inhibition | U2OS KCNH2 3.1, thallium flux FluxOr; hits give low values | activity change, % (tested at about 1.8 µM) | actives 0.95% (n = 340,000);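 active = maximum activity change below -70%; inconclusive = maximum activity change from -70% to -50%; inactive = maximum activity change above -50%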;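 also: thallium influx rate constant from kinetic fluorescence after stimulation buffer; % is scaled to controls: 0 for no effect and ±100 for the full control effect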
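FluxOr-based Tl+ influx in U2OS cells transduced with KCNH2 3.1 virus; rate constants normalized to DMSO controls.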
Gal4-VP16 FLuc: counter-screen for ROR gamma inhibitors: Gal4-VP16 reporter; Drosophila S2 Gal4-VP16 UAS-luciferase, luminescence, 20 h; actives 3.5% (n = 310,000); Potency, µM (doses to about 53.6 µM), without a hit: at the top dose activity, negative = inhibition, actives largely listed as inhibitors;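 also: Gal4-VP16 expression switched on by copper sulfate through the metallothionein promoter; potency is read from the fitted curve at half-maximal effect; % is scaled to controls: 0 for no effect and ±100 for the full control effect; nearly all actives have a fitted effect of over 50% in size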
Menin MLL FP TR: displaces Texas Red mutant MLL peptide from human menin. O00255. Menin + Texas Red MLL mutant peptide, fluorescence polarization. Potency, µM (titrated, usually from 61.6 µM), for inactives: at the highest dose FP activity change, negative = inhibition, most hits filed as inhibitors. actives 0.23% (n = 270,000); active = well fitted inhibition curve with a large enough effect in the polarisation, with a control signal flat, not every such curve was filed as active; inconclusive = small, poorly fitted or top-dose-only effect, or effect the other way, or a change in a side signal; inactive = no such curve, though single readings can be large or run the other way; the % refers to the polarisation; also: potency is read from the fitted curve at half-maximal effect; % of control where 0% means no effect; many of its hits are not listed in these tables
Target sequence (O00255 whole entry, looked up): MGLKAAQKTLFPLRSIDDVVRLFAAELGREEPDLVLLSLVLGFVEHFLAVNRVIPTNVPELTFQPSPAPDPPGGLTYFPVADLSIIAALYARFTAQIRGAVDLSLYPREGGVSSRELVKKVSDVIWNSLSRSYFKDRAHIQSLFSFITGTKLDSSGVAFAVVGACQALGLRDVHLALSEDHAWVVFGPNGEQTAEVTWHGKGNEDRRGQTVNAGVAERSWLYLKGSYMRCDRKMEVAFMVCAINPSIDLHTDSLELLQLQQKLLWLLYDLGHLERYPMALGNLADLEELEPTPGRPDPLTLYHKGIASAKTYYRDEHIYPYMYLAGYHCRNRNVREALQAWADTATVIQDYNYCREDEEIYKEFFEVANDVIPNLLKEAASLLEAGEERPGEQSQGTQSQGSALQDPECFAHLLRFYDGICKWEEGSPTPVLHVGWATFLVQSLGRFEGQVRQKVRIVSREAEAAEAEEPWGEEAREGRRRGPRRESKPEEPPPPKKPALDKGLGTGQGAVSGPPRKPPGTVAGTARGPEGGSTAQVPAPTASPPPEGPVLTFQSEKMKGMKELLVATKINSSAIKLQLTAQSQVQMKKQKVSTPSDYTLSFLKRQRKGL
FLuc modulator: inhibits or activates purified firefly luciferase, miR-21 counter-screen; P08659; purified FLuc, Km substrates, luminescence inhibition; Potency, µM (top dose mostly 57.5 µM), without a hit: top-dose activity change, negative = inhibition, usual class: inhibitors; actives 6.9% (n = 360,000);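 also: potency is read from the fitted curve at half-maximal effect; plate controls were vehicle for no effect and reference inhibitor for full effect; nearly all actives have a fitted effect of over 55% in size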
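Purified P. pyralis luciferase, 10 nM final, with Km-level 10 uM D-luciferin and 10 uM ATP in 50 mM Tris acetate pH 7.5, 10 mM Mg acetate, 0.01% Tween-20, 0.05% BSA; 6-point qHTS titration about 60 µM downward; luminescence read.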
MBNL1-CUG inh: inhibitors of human MBNL1 binding to CUG repeat RNA; TR-FRET MBNL1-His/biotin-(CUG)12 binding, 665/545 ratio; Potency, µM (highest dose often 57.5 µM), for the others: at the top dose activity change, negative = inhibition, most hits filed as inhibitors; actives 0.036% (n = 280,000); AID 2675; active = well fitted inhibition curve with a large enough effect in the signal ratio, with a control signal flat, not every such curve was filed as active; inconclusive = small, poorly fitted or top-dose-only effect, or effect the other way, or a change in a side signal; inactive = no such curve, though single readings can be large or run the other way; the % refers to the signal ratio; also: potency is read from the fitted curve at half-maximal effect; % is scaled to controls: 0 for no effect and ±100 for the full control effect
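His-tagged MBNL1 binding to biotinylated (CUG)12 RNA was measured by TR-FRET using terbium anti-His antibody (0.055 ng/ul final) and streptavidin-XL665 (5 nM final). Compounds were titrated 92 nM to 58 uM; 60 min at room temperature.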
Mito fusion act: mitochondrial division inhibition or fusion activation; Potency, µM (top dose mostly 46.1 µM), for inactives: top-dose growth rescue (activation), hits mostly activators; actives 0.23% (n = 320,000); S. cerevisiae fusion-defective mutant growth rescue, CellTiterGlo 48 h;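 also: potency is read from the fitted curve at half-maximal effect; % of control where 0% means no effect; nearly all actives have a fitted effect of over 45% in size; temperature-sensitive fusion mutants such as fzo1-1 at 37 °C on non-fermentable ethanol glycerol medium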
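Compounds are tested for their ability to restore growth of mitochondrial fusion-defective yeast strains at non-permissive 37C in YPEG medium over 48 hours. Viability is quantified by luciferase luminescence.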
RORg inh: inhibitors of mouse ROR gamma transcriptional activity; P51450; actives 5.4% (n = 310,000); Potency, µM (highest dose often 53.6 µM), for the others: top-dose activity change, negative = inhibition, usual class: inhibitors; Drosophila S2 Gal4-RORgamma UAS-luciferase reporter, 20 h; also: potency is read from the fitted curve at half-maximal effect; % is scaled to controls: 0 for no effect and ±100 for the full control effect; nearly all actives have a fitted effect of over 60% in size
Target sequence (P51450 whole entry, looked up, the tested form may be a part): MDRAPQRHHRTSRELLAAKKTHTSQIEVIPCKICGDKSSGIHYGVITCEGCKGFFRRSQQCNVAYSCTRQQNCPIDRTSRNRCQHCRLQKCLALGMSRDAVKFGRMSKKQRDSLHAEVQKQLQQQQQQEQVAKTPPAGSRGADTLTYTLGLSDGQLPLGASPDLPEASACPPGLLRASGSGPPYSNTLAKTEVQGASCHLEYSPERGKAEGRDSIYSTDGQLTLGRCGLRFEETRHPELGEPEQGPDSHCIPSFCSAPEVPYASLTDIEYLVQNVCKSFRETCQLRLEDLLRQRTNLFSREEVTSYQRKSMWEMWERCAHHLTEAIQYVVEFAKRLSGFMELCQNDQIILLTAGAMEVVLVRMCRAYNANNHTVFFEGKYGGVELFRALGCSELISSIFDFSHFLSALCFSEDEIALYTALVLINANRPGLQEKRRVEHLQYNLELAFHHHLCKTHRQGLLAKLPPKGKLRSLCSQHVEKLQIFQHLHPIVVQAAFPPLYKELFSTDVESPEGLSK
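Compounds are pin-transferred onto Drosophila Schneider cells expressing a copper-inducible Gal4–ROR gamma transactivation domain fusion. After 1 hr, copper sulfate is added to 700 uM final; luciferase is read 20 hr later.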
PKM2 act: increases activity of human pyruvate kinase M2; P14618; purified PKM2, Kinase-Glo ATP luminescence, activation; response scale: 0% is enzyme alone, no compound; Potency, µM (highest dose often 57.5 µM), inactives show at the top dose activation, hits mostly activators; actives 0.34% (n = 260,000); also: potency is read from the fitted curve at half-maximal effect; % is scaled to controls: 0 for no effect and ±100 for the full control effect; nearly all actives have a fitted effect of over 55% in size
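hPK-M2, >95% pure; 0.1 mM ADP / 0.5 mM PEP final; imidazole pH7.2 buffer w/ 7 mM MgCl2, 50 mM KCl; 1 h RT; Kinase-Glo lum. Intermediate enzyme activity for dual inhibitor/activator qHTS.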
NPC1 promoter act: activates the NPC1 promoter. Potency, µM (series often up to 9.22 µM), for inactives: at the highest dose activation, hits mostly activators. AID 485313. Huh7 NPC1 promoter luciferase reporter, 24 h. actives 2.4% (n = 320,000);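 also: potency is read from the fitted curve at half-maximal effect; % of control where 0% means no effect; nearly all actives have a fitted effect of over 60% in size; reporter is driven by a mutant NPC1 promoter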
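Luminescence from an NPC1 promoter-driven luciferase reporter in stably transfected Huh7 cells was measured after 24 h compound treatment at 37 °C, followed by 10 min ambient incubation with luciferase detection reagent.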
* hit, by the source's call; ? = inconclusive; / = no result given; & = joins results of further samples; [ ] = dose if it differs, or a comment. Unless noted, calls follow the shape of the dose curve; as a rule, active = well fitted curve in the direction sought with a large enough effect; inconclusive = small, poorly fitted or top-dose-only effect, or another doubt; inactive = no such curve, though single readings can be large; an effect the other way counts as inactive or inconclusive. These rows are one share of the data; count on the stated rates, not on these rows.

structure,ELG1 repair inh,Rab9 prom act,KCNH2 3.1 inh,Gal4-VP16 FLuc,Menin MLL FP TR,FLuc modulator,MBNL1-CUG inh,Mito fusion act,RORg inh,PKM2 act,NPC1 promoter act
CCOC(CNC(=O)Cn1nc(Cc2ccncc2)c2ccccc2c1=O)OCC,15.3%,-0.7%,12.0,6.7%,14.7%,-0.6%,-2.4%,-12.4%,1.8%,/,-3.6%
O=C(NNC1=Nc2cccc3cccc1c23)c1ccc(Br)cc1,-6.7%,12.0%,-21.1,2µM*,22.2%,6.9%,0.4%,-1.9%,0.708µM*,1.9%,0.6%
COC(=O)CCC(=O)Nc1cccc(Cl)c1,16.6%,-3.6%,7.9,4.2%,-5.4%,-3.5%,-14.2%,0.2%,-8.8%,0.0%,-3.5%
CCCn1c(SCC(=O)NCc2ccco2)nnc1C(C)C,-11.3%,12.3%,-12.5,-1.6%,-13.5%,-0.5%,-5.2%,-1.0%,-36.4%,-8.1%,0.8%
Cc1ccc(NC(=O)Nc2ccc(F)cc2F)c(OC(F)F)c1,0.0%,13.4%,-8.0,1.8%,-5.6%,0.6%,-4.9%,-3.2%,-12.6%,9.1%,5.9%
COc1cc(NC(=S)NCc2ccco2)cc(OC)c1,5.0%,0.3%,7.8,4.2%[0.365 µM],-4.5%,0.1%,-12.4%,-5.9%,5.62µM*,8.1%,14.5%
CCn1c(/C=N/Nc2ccc(C(=O)O)cc2)nc2ccccc21,-3.7%,-1.1%,7.0,-4.9%,24.6%,10.7µM*,-6.4%,1.1%,6.8%,-0.9%,14.6%
O=C(NCCS(=O)(=O)N1CCN(c2ccccc2F)CC1)c1cccs1,-13.5%,-6.5%,19.1,/,/,-1.4%,/,-6.2%,/,/,-2.5%
COc1ccc(CNc2cc(C)ccn2)cc1,?,16.9%,5.6,-15.1%,-19.7%,?,-12.1%,-2.5%,-10.5%,/,26.9%
O=S(=O)(/N=C(/c1ccc(F)cc1)N1CCCCC1)c1ccc(Cl)cc1,6.1%,-1.2%,3.8,-1.9%,-10.1%,4.3%,-4.6%,2.1%,-4.8%,-1.1%,0.3%
Cc1cn(C2OC[C@@H](O)[C@@H]2CO)c(=O)[nH]c1=O (stereo not given in full),6.8%,-0.7%,12.2,3.8%&-3.2%,2.4%&-1.0%,0.3%,-4.0%,1.5%,-6.0%&-1.6%,/,-3.0%
CC(=O)NC12CC3CC(C1)CC(C(=O)OCC(=O)Nc1ncc(Cl)c(C)c1Cl)(C3)C2,-12.0%,-0.7%,0.0,-1.1%,-9.2%,1.8%,-6.6%,-3.3%,0.0%,0.1%,-0.3%
CCCNC(=O)CSc1nccn1Cc1ccco1,36.2%,-9.2%,5.1,3.7%,-6.7%,0.2%,-2.2%,-1.7%,-2.4%,-4.2%,-0.9%
Cc1nn(CC2CC2)c(=O)n1N(C)c1ncc(C(F)(F)F)cc1Cl,?,-3.0%,-6.2,27.4%,-10.5%,-0.3%,6.1%,1.5%,10.4%,-4.9%,-5.1%
CCN(CC)S(=O)(=O)c1cccc(NC(=O)/C=C/c2ccc([N+](=O)[O-])cc2)c1,-8.3%,-3.4%,-27.9,-9.6%,?,-16.0%,26.4%,-4.9%,8.7%,-2.6%,-1.0%
Cc1ccc(C(=O)NCCc2nnc3ccc(SCC(=O)Nc4ccccc4C)nn23)cc1,-8.7%,1.3%,0.7,-0.7%,10.2%,4.6%,-17.8%,-11.7%,6.1%,-0.4%,-4.0%
CCOc1ccc(NC(=O)CCC(=O)N/N=C(\C)c2cccs2)cc1,15.2%,2.9%,-6.8,-2.8%,/,3.6%,9.5%,-1.8%,-4.5%,-0.4%,-0.7%
O=C(NC1CC1)c1ccc(C2SCC(=O)N2Cc2ccccc2)cc1 (stereo not given),9.2%,-3.8%,/,-7.9%,9.2%,-2.9%,-2.7%,11.7%,-5.3%,-5.0%,-10.5%
O=S(=O)(Nc1cccc(-c2cn3c(n2)SCC3)c1)c1ccccc1F,-3.8%,1.2%,/,-13.0%,/,3.0%,-2.5%,1.0%,5.7%,15.0%,-4.3%
c1ccc2c(Nc3nc4c(s3)CCCC4)cccc2c1,?,3.55µM*,-6.7,?,16.3%,4.78µM*,25.0%,-4.7%,12.6µM*,1.5%,?
O=C(CNS(=O)(=O)c1ccc(Br)cc1)OCc1cc(=O)n2cc(Br)ccc2n1,-4.5%,-0.9%,/,-5.9%,1.1%,1.8%,?,-0.5%,0.3%,10.3%,-0.8%
COc1ccc(C(CNC(=O)CSc2ccccc2C)N(C)C)cc1 (stereo not given),7.5%,-0.2%,0.0,-15.5%,?,-0.3%,-8.8%,-37.1%[inhibitor],-0.4%,-7.6%,13.1%
COc1ccc(CC(=O)NNC(=O)c2cc(C)[nH]n2)cc1,-0.3%,-1.9%,10.6,-5.1%,-14.2%,0.0%,1.0%,-0.1%,-2.8%,0.4%,-6.6%
CCOC(=O)C1CCCN(c2c(NCCCN3CCCC(C)C3)c(=O)c2=O)C1 (stereo not given),5.4%,-2.8%,30.4,-4.2%,1.9%,0.1%,1.8%,-2.2%,-15.8%,-2.8%,-2.3%
Cc1ccc(NC(=S)N(CCN2CCCCC2)Cc2ccco2)cc1C,-4.9%,-6.8%,0.9,-12.5%,-18.6%,-6.0%,-3.9%,-1.1%,10µM*,-3.7%,-4.6%
Fc1cccc(-c2cc3nc4c(c(N5CCOCC5)n3n2)CCCC4)c1,?,14.4%,-2.3,7.8%,0.8%,-15.5%,3.1%,?,-11.9%,-4.2%,-1.0%
Cc1cccc(NC(=O)Cn2c(=O)n(CC3CCCO3)c(=O)c3ccccc32)c1 (stereo not given),-10.3%,5.1%,5.2,-4.3%,0.8%,-2.0%,-4.8%,1.1%,7.6%,4.3%,-4.7%
CC(=O)c1ccc(Oc2cc(C(F)(F)F)cnc2C(N)=O)cc1,-0.2%,-1.2%,0.7,10.1%,-15.0%,1.8%,-14.5%,6.5%,11.6%,-0.5%,0.5%
CCOc1ccc(-c2nc(CCl)cs2)cc1,?,2.24µM*,10.8,?,-0.1%,3.01µM*,3.3%,3.7%,?,-3.5%,?
CC(C)C1=C2CCCCC2NC(=O)N1 (stereo not given),6.8%,-2.9%,-4.2,-2.0%,-16.7%,-1.6%,-4.5%,-0.2%,14.1%,-1.7%,0.7%
COc1ccccc1P(=O)(Cc1ccccc1)c1ccccc1 (stereo not given),-1.0%,-10.8%,-3.8,3.1%,?,0.4%,2.8%,17.2%,39.4%,/,-4.9%
CN1CCN(NC(=S)Nc2ccccc2)CC1,-0.7%,-2.2%,0.8,-6.5%,-1.0%,3.1%,-6.5%,-2.3%,-7.2%,0.1%,0.1%
COc1ccc(C)cc1N(CC(=O)Nc1ccc(S(=O)(=O)N2CCOCC2)cc1)S(C)(=O)=O,-8.5%,-0.1%,-7.1,17.5%,-2.0%,-0.8%,-2.6%,-7.1%,0.0%,-0.6%,1.2%
CCc1ccc(OCC2c3cc(OC)c(OC)cc3CCN2C(C)=O)cc1 (stereo not given),6.51µM*,-0.7%,-24.8,?,-10.8%,-1.4%,-1.2%,24.1%,-7.5%,/,0.7%
Cc1ccc2nc(N3CCC(C(=O)NC4CCCCC4)CC3)sc2c1,-6.8%,-8.6%,1.5,2.4%,/,-10.8%,-0.9%,-7.3%,13.3%,/,1.1%
COc1ccc2c(c1)CC[C@@H]1[C@@H]2CC[C@]2(C)C(=O)CC[C@@H]12,-5.8%,-1.8%,6.4,-9.8%,-13.4%,-1.5%,-3.0%,20.6%,-22.5%,10.8%,-3.8%
Cc1ccc(N2CC(NS(=O)(=O)c3cccnc3)CC2=O)cc1C (stereo not given),0.0%,4.3%,-36.1,/,/,5.2%,/,-2.2%,/,/,-2.6%
CC(C)Oc1ccc(C2NC(=O)NC2=O)cc1 (stereo not given),11.8%,7.2%,5.6,-0.2%,-2.3%,-0.9%,-6.7%,-2.5%,16.0%,-1.8%,4.3%
